miR122 inh = miR-122 inhibition in Huh7 cells; Huh7 miR-122 Renilla luciferase sensor, 48 h; neutral wells = 0, positive control = 100; activation (reporter increase), % at 12.5 µM; 340,000 tested, 0.3% active; AID 602342;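 active = mean replicate activation score at least 90 and every replicate individually at or above 90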;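 also: higher luciferase means less miR-122 activity so hits act as miR-122 inhibitors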
Cneo AK release = Cryptococcus neoformans lysis via adenylate kinase release; C. neoformans lysis, adenylate kinase release luminescence, 4 h; normalised: neutral wells 0, clomiphene wells 100; lysis activity, % at 15 µM; 360,000 tested, 0.2% active;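 active = mean lysis activity across replicates of at least 80%, whatever share of replicates individually reach that level; inactive = mean lysis activity below 80%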
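Material – log-phase Cryptococcus neoformans yeast cells · Input – 5 × 10^6 yeast cells/mL · Medium – fresh YPD growth medium · Doses – single compound concentration per well · Timing – static 4 h at 37 °C with compound, 1 h detection · Detection – adenylate kinase release luminescence · Read-out – signal increase indicating cell lysis · Control set – Clomiphene as positive lysis control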
SIRT5 block = blocks human SIRT5 desuccinylation of peptide; Q9NXA8; Purified SirT5, succinyl-peptide AMC, trypsin-coupled fluorescence; inhibition, % at 15 µM; 330,000 tested, 1.1% active; AID 652115; in the data active = inhibition above about 15%
Target sequence (Q9NXA8 whole entry, looked up): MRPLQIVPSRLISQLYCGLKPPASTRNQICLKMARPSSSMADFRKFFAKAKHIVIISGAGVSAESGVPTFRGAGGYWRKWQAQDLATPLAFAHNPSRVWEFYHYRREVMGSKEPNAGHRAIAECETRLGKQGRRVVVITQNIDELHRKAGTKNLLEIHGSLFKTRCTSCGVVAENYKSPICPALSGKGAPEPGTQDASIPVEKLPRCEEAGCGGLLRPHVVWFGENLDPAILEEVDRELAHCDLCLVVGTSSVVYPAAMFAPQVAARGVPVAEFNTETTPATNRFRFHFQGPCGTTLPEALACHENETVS
ERp5 inh = ERp5 (human) disulfide isomerase inhibition | ERp5 insulin aggregation, absorbance 650 nm, 90 min | inhibition, % at 9.99 µM | 350,000 tested, 0.05% active;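 active = mean replicate inhibition above about 25%, with every replicate also reaching it, limit read from the data, passing the limit was not always enough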
Target sequence (Q15084 whole entry, looked up): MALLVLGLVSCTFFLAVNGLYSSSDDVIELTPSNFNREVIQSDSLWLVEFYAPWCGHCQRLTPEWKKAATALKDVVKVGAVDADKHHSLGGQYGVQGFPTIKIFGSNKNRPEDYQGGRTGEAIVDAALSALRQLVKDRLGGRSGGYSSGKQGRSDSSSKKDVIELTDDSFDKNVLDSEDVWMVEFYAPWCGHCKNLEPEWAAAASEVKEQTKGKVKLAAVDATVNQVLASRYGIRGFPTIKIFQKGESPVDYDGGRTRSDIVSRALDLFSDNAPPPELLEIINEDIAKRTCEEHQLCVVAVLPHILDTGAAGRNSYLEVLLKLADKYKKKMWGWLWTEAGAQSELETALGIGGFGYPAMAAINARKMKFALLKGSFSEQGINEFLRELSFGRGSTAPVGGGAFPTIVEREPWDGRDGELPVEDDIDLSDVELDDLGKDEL
esBAF inh = inhibitors of esBAF chromatin remodeling in mouse ES cells; Bmi1-luciferase knock-in reporter, 24 h; 100% = twice the neutral-well signal; reporter increase, % at 12.5 µM; 350,000 tested, 2% active; in the data active = activation above about 40%;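 also: 0% = median of the plate's neutral control wells and 100% = double that signal; a rise in the Bmi1 reporter signal indicates esBAF inhibition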
Statin myotox sup = suppression of simvastatin myotoxicity. C2C12 myotubes + simvastatin, ATP luminescence, 48 h; scaled: DMSO 0, geranylgeraniol control 100. rescue of ATP level, % at 7.49 µM. 330,000 tested, 0.78% active;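 active = mean ATP rescue above about 67%, or every replicate alone reaching that limit, limit read from the data, passing the limit was not always enough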;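 also: myotubes were challenged with 10 µM simvastatin during compound exposure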
ARNT-TACC3 inh = disruptors of human ARNT/TACC3 interaction; AID 623870; inhibition, % at 9.99 µM; Q9Y6A5; 390,000 tested, 0.66% active; AlphaScreen His-ARNT PAS-B/GST-TACC3 binding, luminescence; TACC3 fragment carries E629A point mutation;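 active = mean inhibition of replicates at least 50% and at least half of replicates each reaching 50%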;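 also: 0% = complete ARNT plus TACC3 wells and 100% = ARNT alone without TACC3; many hits fall short of the cut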
* = called active by the depositor; nt = not tested or not shown; & = joins results of further samples; [ ] = another dose, or the depositor's remark.

SMILES	miR122 inh	Cneo AK release	SIRT5 block	ERp5 inh	esBAF inh	Statin myotox sup	ARNT-TACC3 inh
CSCCC(NC(=O)COc1ccccc1)C(=O)OCC(=O)c1ccccc1 (configuration not stated)	-7	1	-7	-5	-3	-3	3
CN1C(=O)/C(=C/C=C2\SCCN2C)OC1=S	nt	nt	1	2	nt	nt	-8
CN(Cc1ccon1)C(=O)CCc1nnc(Cc2ccc(-c3ccccc3)cc2)o1	-1	1	-5	-3	22	1	-5
O=C(O)CCCc1ccccc1	-1	1	-2	1	-1	-3	-1
CCOc1ccc(C(=O)NCc2ccncc2)cc1OCC	0	-2	nt	nt	-2	-1	-2
CO[C@H]1CN(C)C(=O)c2ccc(NC(=O)C3CC3)cc2OC[C@@H](C)N(Cc2ccncc2)C[C@H]1C	nt	4	-3	0	0	-17	-2
O=C(COc1cc(F)ccc1[N+](=O)[O-])Nc1ccc2c(c1)OCO2	nt	1	-3	5	57*	-4	-6
O=C(N/N=C/c1ccccc1[N+](=O)[O-])c1ccc(COc2ccccc2-c2ccccc2)cc1	3	0	nt	nt	nt	nt	-1
COc1ccc(NC(=O)CN2CCN(S(=O)(=O)N3CCCCCC3)CC2)cc1	nt	0	-2	0	-5	-3	-7
COc1cc2[nH]c(C(=O)N(C)Cc3ccccc3)cc2c(OC)c1OC	nt	nt	-3	0	-3	13	4
COc1ccc(S(=O)(=O)Nc2ccc(N3CCOCC3)cc2)cc1	1	0	-3	2	6	4	26
CC1(C(=O)Nc2cnc3ccccc3c2)CCN1Cc1ccccc1OC(F)F (configuration not stated)	16	0	-1	2	10	-7	nt
Cc1ccc(S(=O)(=O)N2CCC(C(=O)Nc3ncccc3O)CC2)cc1	nt	-1	0	-2	-3	1	17
C/C(=N/NC(=O)c1ccc2c(c1)OCO2)c1ccc(NC(=O)C(F)(F)F)cc1	-2	6	nt	nt	nt	nt	-2
Cc1c(C(C)C)c(=O)n(-c2ccc(S(=O)(=O)NCc3ccccc3)cc2)n1C	nt	nt	3	-2	nt	nt	-7
O=C(Nc1ccccc1)Nc1ccc(Nc2ccccc2)cc1	0	-3	-3	1	nt	nt	nt
Cc1ccc(CN2C(=O)C(CC(C)C)Nc3ncnc(N4CCN(c5ccccc5)CC4)c32)cc1 (configuration not stated)	5&-1	0&0	-1&-1	13&4	3&9	11&0	-2
CCCc1nn2c(=O)cc(CSCC(=O)Nc3nnc(CC)s3)nc2s1	-6	5	-1	0	-4	0	-5
O=C1CN(c2ccccc2F)C(=O)CN1c1ccccc1F	3	1	nt	nt	nt	nt	4
COC(=O)[C@@H]1[C@@H](CO)[C@@H]2Cn3c(ccc(C4=CCCCC4)c3=O)[C@@H]2N1CC1CCCCC1	-8[16.7 µM]	2	4	-14	-1	5	nt
Cc1cn([C@H]2C[C@H](O)[C@@H](/C=C/C(=O)N3CCN(Cc4ccc(F)cc4)CC3)O2)c(=O)[nH]c1=O	-2	-1	-1	-1	-3	0	nt
C[C@@H]1CN([C@H](C)CO)C(=O)c2cc(NC(=O)Nc3ccccc3)ccc2O[C@@H]1CN(C)Cc1ccccc1	2[16.7 µM]	-6	18*	-5	2	17	5
Cc1cc(C)n(CCC(=O)N2CCCC(Nc3ccc(F)cc3)C2)n1 (configuration not stated)	1	3	-4	-2	nt	nt	-9
O=C(C[C@@H]1C=C[C@H](NC(=O)Nc2ccccc2F)[C@@H](CO)O1)NCc1ccc(Cl)cc1	nt	-2	-3	2	-5	-1	nt
CCN(CC(=O)Nc1ccc(NC(C)=O)cc1)C(=O)c1ccc(=O)[nH]c1	-6	-2	0	5	6	4	-1
O=C(O)CSc1nnc(NC(=O)CN2CCOCC2)s1	-5	-3	-4	3	-6	3	-6
Cc1cc(NC(=O)CCN2CCN(Cc3ccccc3)CC2)ccc1Br	10	4	-4	0	-2	-4	9
CC(=O)NC[C@@H]1[C@@H](c2ccccc2)[C@@H](CO)N1C(=O)Cc1cccnc1	0[16.7 µM]	38	7	2	-3	5	-6
O=C(CSc1nc2sc3c(c2c(=O)n1-c1ccccc1)CCCC3)N/N=C/c1ccccc1C(=O)O	nt	-1	nt	nt	-4	1	-3
Cc1ccc(Cl)cc1-n1c(SCC(=O)NCCC2=CCCCC2)nc2n[nH]c(C)c2c1=N	2	nt	2	0	0	-10	-1
C[C@H](CO)N1C[C@H](C)[C@@H](CN(C)Cc2cccc(C(=O)O)c2)Oc2ncc(C#CCN(C)C)cc2C1=O	-6[16.7 µM]	-1	-5	-5	1	-9	-8
C[C@@]12C(=O)N(c3cccc(F)c3)C(=O)N1[C@H](c1ccc(F)cc1)[C@@H]1C(=O)N(C3CCCCC3)C(=O)[C@@H]12	0	0	nt	nt	nt	nt	-7
O=C(CCS(=O)(=O)c1ccccc1Cl)NCCC1=CCCCC1	3	-1	-5	-8	nt	nt	0
CCOC(=O)C(Cc1c[nH]c2cc([N+](=O)[O-])ccc12)(NC(C)=O)C(=O)OCC	nt	1	-1	-3	-5	-3	1
CNC(=O)c1ccc(-c2sc3nc(N4CCOCC4)c4c(c3c2N)CC(C)(C)OC4)o1	-1	9	nt	nt	-2	-28	0
Cc1nc2sc3c(c2c(=O)n1NC(=O)CCl)CCCC3	-8	0	-1	1	-16	7	0
Cc1onc(-c2ccccc2)c1C(=O)Nc1ccc(S(=O)(=O)NC(C)(C)C)cc1	nt	nt	4	7	nt	nt	-5
C[C@H](CO)N1C[C@H](C)[C@@H](CN(C)Cc2cccnc2)Oc2ncc(-c3ccncc3)cc2C1=O	-6[16.7 µM]	5	-1	19	0	18	1
O=C(NCCc1ccccc1)C1CCCN(c2nc3ccccc3s2)C1 (configuration not stated)	2	0	-8	4	4	33	-4
CCCc1nnc(NC(=O)C2CCCO2)s1 (configuration not stated)	0	-1	nt	nt	16	3	-4
C[C@@H]1CN([C@H](C)CO)C(=O)CCCn2nncc2CO[C@@H]1CN(C)CC1CC1	3[16.7 µM]	0	-3	-2	1	-2	-13
CO[C@@H]1CN(C)C(=O)c2cc(NC(=O)C3CC3)ccc2OC[C@H](C)N(C(=O)c2ccncc2)C[C@H]1C	-6[16.7 µM]	102*	5	-5	-3	19	-10
CCOC(=O)N1CCN(S(=O)(=O)N2CCCC(C(=O)NCc3ccccc3Cl)C2)CC1 (configuration not stated)	-6	0	-1	-1	2	4	13
CCC(C)c1ccc(NC(=O)c2c([N+](=O)[O-])cnn2CC)cc1 (configuration not stated)	18	-6	1	-6	6	5	3
Cn1c(=S)sc2ccc3ccccc3c21	nt	nt	-3	4	nt	nt	-1

Filtered by structure: the entries above containing a Cl atom.
SMILES	miR122 inh	Cneo AK release	SIRT5 block	ERp5 inh	esBAF inh	Statin myotox sup	ARNT-TACC3 inh
O=C(C[C@@H]1C=C[C@H](NC(=O)Nc2ccccc2F)[C@@H](CO)O1)NCc1ccc(Cl)cc1	nt	-2	-3	2	-5	-1	nt
Cc1ccc(Cl)cc1-n1c(SCC(=O)NCCC2=CCCCC2)nc2n[nH]c(C)c2c1=N	2	nt	2	0	0	-10	-1
O=C(CCS(=O)(=O)c1ccccc1Cl)NCCC1=CCCCC1	3	-1	-5	-8	nt	nt	0
Cc1nc2sc3c(c2c(=O)n1NC(=O)CCl)CCCC3	-8	0	-1	1	-16	7	0
CCOC(=O)N1CCN(S(=O)(=O)N2CCCC(C(=O)NCc3ccccc3Cl)C2)CC1 (configuration not stated)	-6	0	-1	-1	2	4	13

The list goes on.
SMILES	miR122 inh	Cneo AK release	SIRT5 block	ERp5 inh	esBAF inh	Statin myotox sup	ARNT-TACC3 inh
Cc1ccc(Cl)cc1N1CCN(C(=O)c2cn(C)c(=O)c3c2c2ccccc2n3C)CC1	-8	1	-1	5	1	-6	5
C[C@H](CO)N1C[C@H](C)[C@H](CN(C)S(=O)(=O)c2ccccc2)Oc2ccc(NS(=O)(=O)c3ccc(Cl)cc3)cc2CC1=O	4[16.7 µM]	2	1	14	-4	2	0
COc1ccc(NC(=S)NCC2CCCO2)c(C)c1 (configuration not stated)	nt	nt	1	5	nt	nt	-23
O=C(COC(=O)/C=C/c1ccccc1)Nc1nnc(-c2ccccc2)o1	-4	1	-5	3	-2	4	18
CC(C)NC(=O)Nc1cccc2c1O[C@H](CN(C)S(=O)(=O)c1ccccc1)[C@H](C)CN([C@H](C)CO)C2=O	-1[16.7 µM]	2	2	1	2	-6	-7
Cc1cc(C(=O)NC2CC(C)(C)Cc3c2cnn3-c2ccccc2C)c(C)o1 (configuration not stated)	4	18	1	6	-3	5	-6
C[C@@H]1CN([C@H](C)CO)C(=O)c2cccc(NC(=O)Nc3ccc(F)cc3)c2O[C@@H]1CN(C)C(=O)NC1CCCCC1	-2[16.7 µM]	-8	2	-6	-2	4	4
O=C(Nc1ccccc1)c1ccc(=O)[nH]n1	-4	0	-1	-2	-5	-5	9
COc1ccc(C(=O)NCc2ccc3c(c2)OCO3)cc1S(=O)(=O)N1CCCC1	11	-1	-2	7	0	-6	-4
CCc1ccc(NC(=O)CCN2C(=O)c3cccnc3C2=O)cc1	1	0	nt	nt	5	3	5
COc1ccc(C(=O)CSc2ncn[nH]2)cc1OC	-1	-1	nt	nt	1	26	4
Cc1ccc(S(=O)(=O)Nc2ccc3c(c2)CC(=O)N([C@H](C)CO)C[C@@H](C)[C@H](CN(C)S(=O)(=O)c2ccc(C)cc2)O3)cc1	5[16.7 µM]	-2	5	1	-7	0	6
COc1ccc(/C=N/NC(=O)c2ccc(COc3ccccc3Cl)o2)c(OC)c1C	-2	12	nt	nt	nt	nt	-6
C[C@H]1CN([C@@H](C)CO)S(=O)(=O)c2ccc(C#CC3CC3)cc2O[C@H]1CN(C)C(=O)C1CC1	9[16.7 µM]	-3	-2	1	3	2	-4
O=C1CC(C2CCCO2)C(=O)N1c1ccccc1 (configuration not stated)	-4	-1	nt	nt	2	4	-3
COc1ccc(NC(=O)N2CCCC(c3nc(-c4ccc(OC)cc4)no3)C2)cc1 (configuration not stated)	4	-2	-4	2	21	20	nt
COCC(=O)NC[C@@H]1[C@@H](c2ccccc2)[C@H](CO)N1C(=O)c1ccccc1	0[16.7 µM]	1	5	0	-2	-1	-4
O=S(=O)(c1ccccc1)N1CCN=C1SCc1ccc(Cl)cc1	nt	nt	2	2	nt	nt	0
CC(=O)N1CCOc2ccc(S(=O)(=O)N3CCC(C(=O)Nc4ccc(C)cc4C)CC3)cc21	-9	-1	2	-6	-13	7	-6
Cc1ccccc1C(=O)OCCCN=C1NS(=O)(=O)c2ccccc21	11	4	nt	nt	nt	nt	-7
O=S(=O)(NCC[C@H]1CC[C@@H](NS(=O)(=O)c2ccccc2Cl)[C@@H](CO)O1)c1ccc(Cl)cc1	nt	12	3	1	5	7	1
Cn1nc(C(F)(F)F)c(-c2ccc(F)cc2)c1NC(=O)Nc1ccc(F)cc1	8	-2	0	2	-4	-9	-2
COC(=O)c1nnn(CC(=O)Nc2cccc(Cl)c2C)c1C(=O)OC	-1	0	nt	nt	-2	14	0
NC(=O)CC(NC(=O)OCc1ccccc1)C(=O)O (configuration not stated)	-2	6	nt	nt	1	0	-6
C=CCN1C(=O)c2ccccc2Sc2ccc(C(=O)NCCC)cc21	-3	2	0	-2	-2	0	15
CCN1[C@@H]2Cn3c(ccc(-c4ccccc4F)c3=O)[C@H]1[C@@H](C(=O)N1CCOCC1)[C@@H]2CO	nt	0	-7	3	4	-1	0
CC(C)CN(C(=O)CSc1nnc2ccccn12)c1c(N)n(CC(C)C)c(=O)[nH]c1=O	1	0	nt	nt	-13	-4	-3
NS(=O)(=O)c1ccc(CCNC(=O)c2cc(-c3ccccc3)nc3ccccc23)cc1	-9	0	nt	nt	3	2	-1
COc1cccc(NC(=O)c2cc3c(=O)n4ccccc4nc3n(CC(C)C)c2=N)c1	5	1	-1	0	-7	-10	1

Three structures from above, sorted by number of heavy atoms, ascending.
SMILES	miR122 inh	Cneo AK release	SIRT5 block	ERp5 inh	esBAF inh	Statin myotox sup	ARNT-TACC3 inh
COC(=O)c1nnn(CC(=O)Nc2cccc(Cl)c2C)c1C(=O)OC	-1	0	nt	nt	-2	14	0
NS(=O)(=O)c1ccc(CCNC(=O)c2cc(-c3ccccc3)nc3ccccc23)cc1	-9	0	nt	nt	3	2	-1
O=S(=O)(NCC[C@H]1CC[C@@H](NS(=O)(=O)c2ccccc2Cl)[C@@H](CO)O1)c1ccc(Cl)cc1	nt	12	3	1	5	7	1

Screening results (PubChem)
